RGS4 inhibitor: human RGS4 inhibition; AID 504845; P49798; Transcreener GDP fluorescence polarization, RGS4-accelerated GTP hydrolysis; Potency, µM (series often up to 114 µM), without a hit: at the top dose activity change, negative = inhibition, hits mostly inhibitors; hit rate 0.039% among 390,000; further: on the % scale 0 is the no-effect control and ±100 the full control effect; nearly all actives have a fitted effect of over 75% in size; some results filed as inactive show a strong effect at the top dose
Target sequence (P49798 whole entry, looked up): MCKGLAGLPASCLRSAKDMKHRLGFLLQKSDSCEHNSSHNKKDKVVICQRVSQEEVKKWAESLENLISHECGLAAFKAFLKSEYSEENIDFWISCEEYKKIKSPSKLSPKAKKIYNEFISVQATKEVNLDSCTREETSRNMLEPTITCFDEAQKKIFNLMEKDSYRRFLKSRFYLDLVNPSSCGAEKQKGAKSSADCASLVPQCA
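MLSMR compounds (23 nl, pin-transferred) preincubated 10 min at room temperature with a 500nM (2x) first reagent, then RGS4 at 900nM (2x) plus Transcreener GDP mix added; fluorescence polarization (620/688 nm) read before and after 90 min at 30 °C.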
Vif-APOBEC3G blk: blocks the Vif interaction with human APOBEC3G; Q9HC16; HeLa A3G-eYFP + Vif (tagged APOBEC3G with the HIV-1 protein that degrades it), YFP fluorescence, overnight; Potency, µM (series often up to 46.1 µM), for inactives: at the highest dose activity, negative = active, actives largely listed as inhibitors; hit rate 0.076% among 410,000;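 further: on the % scale 0 is the no-effect control and ±100 the full control effect; nearly all actives have a fitted effect of over 60% in size; hits raise eYFP signal because A3G escapes Vif-driven loss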
Target sequence (Q9HC16 whole entry, looked up): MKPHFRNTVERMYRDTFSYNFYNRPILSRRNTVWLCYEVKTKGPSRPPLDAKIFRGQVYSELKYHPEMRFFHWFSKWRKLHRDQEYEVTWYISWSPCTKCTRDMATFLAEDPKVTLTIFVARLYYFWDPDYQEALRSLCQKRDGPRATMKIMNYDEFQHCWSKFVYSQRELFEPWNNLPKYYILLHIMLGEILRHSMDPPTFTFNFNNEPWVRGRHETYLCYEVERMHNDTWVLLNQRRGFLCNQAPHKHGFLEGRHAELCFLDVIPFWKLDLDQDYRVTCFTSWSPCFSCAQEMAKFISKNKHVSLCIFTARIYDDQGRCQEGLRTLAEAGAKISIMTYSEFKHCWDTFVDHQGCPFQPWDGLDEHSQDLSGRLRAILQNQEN
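Read-out is eYFP fluorescence (Ex 488/Em 500-530) from Vif-expressing HeLa A3G-eYFP cells; more signal means A3G escaped Vif-mediated degradation. Cells plated overnight, compound pinned in, incubated overnight at 37 deg C.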
TrxR1 inh: blocks rat thioredoxin reductase 1. O89049. recombinant rTrxR1, NADPH fluorescence consumption, selenite substrate. Potency, µM (doses to about 114 µM), without a hit: at the top dose activity change, negative = inhibition, hits mostly inhibitors. hit rate 1% among 390,000. AID 588453; further: on the % scale 0 is the no-effect control and ±100 the full control effect; nearly all actives have a fitted effect of over 65% in size
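Rat TrxR1 (90 nM in the dispensed reagent) was pre-reduced with 400 uM NADPH for 5 min at room temperature, then incubated with compound for 15 min. After 400 uM selenite was added, NADPH fluorescence (Ex 340/Em 450 nm) was followed for 8 min.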
ALOX12 inh: inhibitors of human 12S-lipoxygenase ALOX12; P18054; purified 12hLO, xylenol orange hydroperoxide absorbance; Potency, µM (titrated, usually from 108 µM), for inactives: at the top dose activity change, negative = inhibition, usual class: inhibitors; hit rate 1.1% among 580,000; further: on the % scale 0 is the no-effect control and ±100 the full control effect
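Hydroperoxide product was detected by ferrous iron/xylenol orange as the 573 to 405 nm absorbance ratio. Arachidonic acid at 40 uM (final) was turned over for 30 min at room temperature by 150 nM human 12hLO, pH 7.0 Hepes buffer, after 15 min compound preincubation.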
Vif-APOBEC3F blk: blocks the Vif interaction with APOBEC3F. HeLa A3F-eYFP + Vif (tagged APOBEC3F with the HIV-1 protein that degrades it), YFP fluorescence increase. Potency, µM (top dose mostly 46.1 µM), for the others: at the highest dose activity, negative = active. hit rate 0.2% among 390,000; further: % of control where 0% means no effect; nearly all actives have a fitted effect of over 65% in size
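HeLa cells stably expressing Vif plus C-terminally eYFP-tagged A3F were seeded, incubated overnight at 37 deg C, dosed with compound, incubated overnight again at 37 deg C. Yellow fluorescence (Ex 488/Em 500-530) reported blocked Vif-mediated A3F-eYFP degradation.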
RXFP1 agonist: activates the human relaxin receptor RXFP1; Potency, µM (titrated, usually from 57.5 µM), for inactives: top-dose activation, usual class: activators; HEK293T-RXFP1 cAMP TR-FRET, 30 min; response scale: percent of porcine relaxin response, buffer zero; hit rate 0.3% among 370,000; further: on the % scale 0 is the no-effect control and ±100 the full control effect; nearly all actives have a fitted effect of over 60% in size; many of its hits are not listed in these tables
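HEK293 cells stably expressing RXFP1, treated 30 min at 37C with compounds plus PDE4 inhibitor Ro 20174; cAMP measured by HTRF TR-FRET. Normalized to buffer and 29 nM porcine relaxin; EC50 by Hill fit.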
USP1-UAF1 inh: inhibitors of human USP1/UAF1 deubiquitinase; recombinant USP1/UAF1, Ub-Rhodamine cleavage fluorescence; AID 743255; Potency, µM (highest dose often 57.1 µM), without a hit: at the top dose activity change, negative = inhibition, hits mostly inhibitors; O94782; hit rate 0.23% among 390,000; further: on the % scale 0 is the no-effect control and ±100 the full control effect; nearly all actives have a fitted effect of over 60% in size; inactives centre near -12
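Step one: compound is pinned into 1nM USP1/UAF1 in HEPES pH 7.8 buffer with TCEP. Step two: 15 min room-temperature incubation. Step three: Ub-Rho (150nM final) starts cleavage, tracked by fluorescence over six one-minute reads.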
TrxR1 substrate: substrates of rat thioredoxin reductase 1; purified TrxR1 substrate turnover, NADPH consumption readout; AID 588456; Potency, µM (titrated, usually from 114 µM), for inactives: at the highest dose activity change, negative = substrate turnover; O89049; hit rate 0.01% among 390,000; further: on the % scale 0 is the no-effect control and ±100 the full control effect; nearly all actives have a fitted effect of over 50% in size
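Rat TrxR1, dispensed at 90 nM, was prereduced with 400 uM NADPH (final) for 5 min at ~22 deg C, then incubated with compound 15 min before 400 uM selenite. A first-read NADPH fluorescence drop versus no-compound background flagged substrates.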
IDH1 R132H inh: blocks human mutant IDH1 R132H enzyme | hit rate 0.093% among 390,000 | O75874 | Potency, µM (titrated, usually from 76.6 µM), inactives show at the top dose activity change, negative = inhibition, usual class: inhibitors | IDH1-R132H enzyme, NADPH consumption, diaphorase/resazurin fluorescence; further: on the % scale 0 is the no-effect control and ±100 the full control effect; nearly all actives have a fitted effect of over 65% in size
Target sequence (O75874 whole entry R132H, stated change not applied): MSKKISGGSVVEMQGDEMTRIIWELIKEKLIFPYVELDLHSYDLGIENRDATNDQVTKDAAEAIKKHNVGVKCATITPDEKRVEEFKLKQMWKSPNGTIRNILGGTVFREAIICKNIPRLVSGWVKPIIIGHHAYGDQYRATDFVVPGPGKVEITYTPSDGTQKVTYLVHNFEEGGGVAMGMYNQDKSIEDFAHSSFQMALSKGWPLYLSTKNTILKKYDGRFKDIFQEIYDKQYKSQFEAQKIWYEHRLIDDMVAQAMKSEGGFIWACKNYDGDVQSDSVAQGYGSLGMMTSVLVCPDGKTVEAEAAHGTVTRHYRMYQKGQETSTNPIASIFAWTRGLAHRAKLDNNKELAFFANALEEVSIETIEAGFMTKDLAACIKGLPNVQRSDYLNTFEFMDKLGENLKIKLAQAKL
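IDH1-R132H (0.5 ug/mL) preincubated 30 min with compound, then NADPH (0.016 mM) and alpha-KG (2 mM) added; 80 min at RT, pH 7.5. Remaining NADPH coupled via diaphorase/resazurin to fluorescence (540/590 nm); concentration-response curves normalized to no-enzyme control.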
Starred values were filed as active, the others as inactive; [ ] = dose if it differs, or a comment. The call rests on the fitted dose curve; in most records, active means well fitted curve in the direction sought with a large enough effect; inconclusive means small, poorly fitted or top-dose-only effect, or another doubt; inactive means no such curve, though single readings can be large; an effect the other way counts as inactive or inconclusive. Potency means the concentration at half of the fitted maximal effect. An excerpt; count on the stated rates, not on these rows.

CCc1cccc(CC)c1NC(=O)COn1nnc2ccc(C(F)(F)F)cc21 was read as RGS4 inhibitor 16%, Vif-APOBEC3G blk -10%, TrxR1 inh 4%, ALOX12 inh 9%, Vif-APOBEC3F blk -9%, RXFP1 agonist -0.7%, USP1-UAF1 inh -7%, TrxR1 substrate 1% and IDH1 R132H inh 3%.
CCNC(=S)NNC(=O)CCn1c2ccccc2c2ccccc21 was read as RGS4 inhibitor -28%, Vif-APOBEC3G blk -6%, TrxR1 inh -12%, ALOX12 inh 258%[activator][57.4 µM], Vif-APOBEC3F blk 2%, RXFP1 agonist 5.0%, USP1-UAF1 inh -5%, TrxR1 substrate -2% and IDH1 R132H inh 9%.
Screening CCOc1ccccc1N1CCN(C2=C(NS(=O)(=O)c3cccs3)C(=O)c3ccccc3C2=O)CC1 returned RGS4 inhibitor -25%, Vif-APOBEC3G blk -8%, TrxR1 inh inconclusive, ALOX12 inh -1%, Vif-APOBEC3F blk 0%, RXFP1 agonist 0.0%, USP1-UAF1 inh inconclusive, TrxR1 substrate -7% and IDH1 R132H inh 6%.
CCOC(=O)NC1c2ccccc2Oc2ccccc21 was read as RGS4 inhibitor -2%, Vif-APOBEC3G blk -5%, TrxR1 inh 8%, ALOX12 inh -9%, Vif-APOBEC3F blk 7%, RXFP1 agonist 0.5%, USP1-UAF1 inh 4%, TrxR1 substrate 1% and IDH1 R132H inh 0%.
`CCN(CC(=O)Nc1ccc(C)c(S(=O)(=O)N2CCOCC2)c1)Cc1ccccc1` gave RGS4 inhibitor -22%, Vif-APOBEC3G blk -7%, TrxR1 inh 22%, ALOX12 inh 3%, Vif-APOBEC3F blk 10%, RXFP1 agonist 0.3%, USP1-UAF1 inh -1%, TrxR1 substrate 3% and IDH1 R132H inh 4%.
Screening O=C(Cc1c[nH]c2ccccc12)Nc1nnc(C2CC2)s1 returned RGS4 inhibitor -6%, Vif-APOBEC3G blk -20%, TrxR1 inh 13%, ALOX12 inh 1%, Vif-APOBEC3F blk -21%, RXFP1 agonist -0.1%, USP1-UAF1 inh -16%, TrxR1 substrate -1% and IDH1 R132H inh 0%.
For CC(OC(=O)COc1ccc(C#N)cc1)C(=O)c1ccccc1 (configuration not stated) the results were RGS4 inhibitor -18%, Vif-APOBEC3G blk 0%, TrxR1 inh -9%, ALOX12 inh 117%[activator], Vif-APOBEC3F blk 2%, RXFP1 agonist -1.7%, USP1-UAF1 inh 1%, TrxR1 substrate -20% and IDH1 R132H inh 3%.
CCC(C)NC(=O)CNC(=S)N(Cc1ccccc1F)C1CCCCC1 (configuration not stated) was read as RGS4 inhibitor -10%, Vif-APOBEC3G blk 10%, TrxR1 inh -11%[57.1 µM], ALOX12 inh -1%, Vif-APOBEC3F blk -5%, RXFP1 agonist -2.0%, USP1-UAF1 inh -8%, TrxR1 substrate -6%[57.1 µM] and IDH1 R132H inh 5%.
`CCOC(=O)N1CCc2c(sc(NCc3ccc(N(CC)CC)cc3)c2C(=O)Nc2cc(OC)ccc2OC)C1` gave RGS4 inhibitor -46%, Vif-APOBEC3G blk 2%, TrxR1 inh -12%[57.1 µM], ALOX12 inh inconclusive, Vif-APOBEC3F blk -5%, RXFP1 agonist -0.1%, USP1-UAF1 inh inconclusive, TrxR1 substrate -8%[57.1 µM] and IDH1 R132H inh -2%.
`Cc1ccc(N(C(=O)CCC(=O)Nc2nccs2)C(C(=O)NC(C)(C)C)c2ccc(O)cc2)cc1` (configuration not stated) gave RGS4 inhibitor 3%, Vif-APOBEC3G blk -1%, TrxR1 inh -10%, ALOX12 inh -9%, Vif-APOBEC3F blk 6%, RXFP1 agonist -0.9%, USP1-UAF1 inh -14%, TrxR1 substrate -9% and IDH1 R132H inh -5%.
Screening O=C(O)c1cc([N+](=O)[O-])ccc1C(=O)Nc1ccccc1 returned RGS4 inhibitor 39%, Vif-APOBEC3G blk 1%, TrxR1 inh -1%, ALOX12 inh inconclusive, Vif-APOBEC3F blk -23%, RXFP1 agonist 2.1%, USP1-UAF1 inh -4%, TrxR1 substrate -6% and IDH1 R132H inh 4%.
Screening CCCCSc1nc2c(c(=O)n1CC)SC(C)C2 (configuration not stated) returned RGS4 inhibitor -2%, Vif-APOBEC3G blk 2%, TrxR1 inh 5%[57.1 µM], ALOX12 inh -2%, Vif-APOBEC3F blk 0%, RXFP1 agonist -1.5%, USP1-UAF1 inh -15%, TrxR1 substrate 12%[57.1 µM] and IDH1 R132H inh 1%.
COc1cccc(-c2oc3ccc(C)cc3c(=O)c2O)c1 was read as RGS4 inhibitor 1%, Vif-APOBEC3G blk 7%, TrxR1 inh 24%, ALOX12 inh inconclusive, Vif-APOBEC3F blk 0%, RXFP1 agonist 27%, USP1-UAF1 inh -24%, TrxR1 substrate -4% and IDH1 R132H inh -21%.
Screening COc1ccccc1/C=C(\NC(=O)c1ccc(OC)c(OC)c1)C(=O)Nc1cc([N+](=O)[O-])ccc1C returned RGS4 inhibitor 9%[11.4 µM], Vif-APOBEC3G blk -3%, TrxR1 inh 12%, ALOX12 inh 3%, Vif-APOBEC3F blk -1%, RXFP1 agonist 1.3%, USP1-UAF1 inh -11%, TrxR1 substrate 0% and IDH1 R132H inh 0%.
CCc1ccc(NC(=O)c2ccc3nc(N)sc3c2)cc1 was read as RGS4 inhibitor -29%, Vif-APOBEC3G blk -13%, TrxR1 inh 11%[57.1 µM], ALOX12 inh 0%, Vif-APOBEC3F blk 1%, RXFP1 agonist 0.4%, USP1-UAF1 inh -17%, TrxR1 substrate -4%[57.1 µM] and IDH1 R132H inh 7%.
For COc1ccc(CN(C)C(=O)C2CCN(S(=O)(=O)c3cccs3)CC2)cc1F the results were RGS4 inhibitor 6%, Vif-APOBEC3G blk -3%, TrxR1 inh 12%, ALOX12 inh -10%, Vif-APOBEC3F blk -6%, RXFP1 agonist 0.5%, USP1-UAF1 inh -25%, TrxR1 substrate -1% and IDH1 R132H inh 13%.
Screening CC(C)CCN=CC1=C(O)CC(c2ccccc2)CC1=O (configuration not stated) returned RGS4 inhibitor 16%, Vif-APOBEC3G blk 0%, TrxR1 inh 27%[57.1 µM], ALOX12 inh 7%, Vif-APOBEC3F blk -2%, RXFP1 agonist -0.5%, USP1-UAF1 inh -8%, TrxR1 substrate 10%[57.1 µM] and IDH1 R132H inh 3%.
CCn1c(COc2cccc(C)c2)nnc1SCC(=O)Nc1cccc(C(=O)OC)c1 was read as RGS4 inhibitor 2%, Vif-APOBEC3G blk -5%, TrxR1 inh -5%, ALOX12 inh -23%, Vif-APOBEC3F blk -9%, RXFP1 agonist 0.7%, USP1-UAF1 inh -6%, TrxR1 substrate -11% and IDH1 R132H inh 1%.
For COc1ccc(C)cc1NC(=O)N1CCC(CO)(CC2CCCCO2)CC1 (configuration not stated) the results were RGS4 inhibitor -12%, Vif-APOBEC3G blk 1%, TrxR1 inh 14%[57.1 µM], ALOX12 inh -2%, Vif-APOBEC3F blk inconclusive, RXFP1 agonist 1.3%, USP1-UAF1 inh -14%, TrxR1 substrate 9%[57.1 µM] and IDH1 R132H inh 7%.
Cc1ccccc1C(=O)NCC(=O)OCCOc1ccc(C(C)C)c(C)c1 was read as RGS4 inhibitor 2%, Vif-APOBEC3G blk 2%, TrxR1 inh -18%, ALOX12 inh -10%, Vif-APOBEC3F blk 2%, RXFP1 agonist 0.0%, USP1-UAF1 inh -7%, TrxR1 substrate -15% and IDH1 R132H inh 2%.
c1cc(Nc2ncnc3sc4c(c23)CCC4)ccn1 was read as RGS4 inhibitor 14%, Vif-APOBEC3G blk -1%, TrxR1 inh 3%[57.1 µM], ALOX12 inh 9%, Vif-APOBEC3F blk -15%, RXFP1 agonist 29%, USP1-UAF1 inh -16%, TrxR1 substrate 53%[activator][57.1 µM] and IDH1 R132H inh 8%.
COc1cc(OC)cc(C(=O)Nc2cc3c(cc2N2CCCCC2)n(C)c(=O)n3C)c1 was read as RGS4 inhibitor -1%, Vif-APOBEC3G blk 0%, TrxR1 inh 11%, ALOX12 inh -21%, Vif-APOBEC3F blk 1%, RXFP1 agonist -0.9%, USP1-UAF1 inh -16%, TrxR1 substrate 0% and IDH1 R132H inh -9%.
O=C1Nc2ccccc2OC1CC(=O)N1CCOCC1 (configuration not stated) was read as RGS4 inhibitor -16%, Vif-APOBEC3G blk -4%, TrxR1 inh 13%, ALOX12 inh 6%, Vif-APOBEC3F blk 1%, RXFP1 agonist 0.0%, USP1-UAF1 inh inconclusive, TrxR1 substrate 3% and IDH1 R132H inh 4%.
Cc1cccc(NC(NC(=O)c2ccccc2[N+](=O)[O-])C(Cl)(Cl)Cl)c1 (configuration not stated) was read as RGS4 inhibitor 8%, Vif-APOBEC3G blk 3%, TrxR1 inh -1%, ALOX12 inh 3%, Vif-APOBEC3F blk 6%, RXFP1 agonist 0.2%, USP1-UAF1 inh -9%, TrxR1 substrate -7% and IDH1 R132H inh -1%.

Screening data from PubChem BioAssay.
